Assay outcomes from PubChem BioAssay.
HTR5A inv ag: HTR5A inverse agonists in luminescence cell assay, primary screen, counter-screen for OPRM1-OPRD1 heterodimer inverse agonist project, full-deck HTS. 5-hydroxytryptamine receptor 5A (Homo sapiens), P47898. HTR5A cell line, inverse agonism. inhibition, % at 9.3 µM. actives 0.083% (n = 340,000). AID 504634, 2011; in the data active means inhibition mostly above about 23%, no sharp cut-off; inactive means mostly below about 18%;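 further: 0% = cells with DMSO and 100% = no-cell wells with DMSO; some compounds called inactive have numbers as strong as hits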
HTR5A ag ctr: HTR5A agonists in luminescence cell assay, primary screen, counter-screen for OPRM1-OPRD1 heterodimer agonist project, full-deck HTS; 5-hydroxytryptamine receptor 5A (Homo sapiens), P47898; cell-based; activation, % at 9.3 µM; actives 0.61% (n = 340,000); AID 504692, 2011; in the data active means activation mostly above about 9.5%, no sharp cut-off; inactive means mostly below about 7.6%;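 further: 0% = cells with vehicle only and 100% = reference agonist; strong numbers were not always called active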
V-ATPase pHluor: regulators of yeast V-ATPase proton pumping, primary screen, pHLuorin cytosolic pH fluorescence | S. cerevisiae | response, % at 10 µM | actives 0.37% (n = 350,000) | AID 504577, 2011; in the data active means response mostly above about 7.3%, no sharp cut-off; inactive means mostly below about 5.4%; further: actives read high; inactives centre near 0; some compounds called inactive have numbers as strong as hits; reference of the scale not given here
Pemphigus Ab inh: inhibitors of pemphigus antibody binding to DSG3, primary screen, biochemical, bead-based, flow cytometry, scFv-GFP; DSG3-coupled beads, scFv-anti-DSG3-GFP binding; active compounds read low; binding (percent of control), % at 10 µM; actives 0.48% (n = 310,000); AID 588358, 2011;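 active means binding more than 3 SD below its plate's average and above zero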;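 further: hits lower antibody fragment binding to DSG3; some compounds called inactive have numbers as strong as hits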
Target sequence (P32926 whole entry, looked up, the tested form may be a part): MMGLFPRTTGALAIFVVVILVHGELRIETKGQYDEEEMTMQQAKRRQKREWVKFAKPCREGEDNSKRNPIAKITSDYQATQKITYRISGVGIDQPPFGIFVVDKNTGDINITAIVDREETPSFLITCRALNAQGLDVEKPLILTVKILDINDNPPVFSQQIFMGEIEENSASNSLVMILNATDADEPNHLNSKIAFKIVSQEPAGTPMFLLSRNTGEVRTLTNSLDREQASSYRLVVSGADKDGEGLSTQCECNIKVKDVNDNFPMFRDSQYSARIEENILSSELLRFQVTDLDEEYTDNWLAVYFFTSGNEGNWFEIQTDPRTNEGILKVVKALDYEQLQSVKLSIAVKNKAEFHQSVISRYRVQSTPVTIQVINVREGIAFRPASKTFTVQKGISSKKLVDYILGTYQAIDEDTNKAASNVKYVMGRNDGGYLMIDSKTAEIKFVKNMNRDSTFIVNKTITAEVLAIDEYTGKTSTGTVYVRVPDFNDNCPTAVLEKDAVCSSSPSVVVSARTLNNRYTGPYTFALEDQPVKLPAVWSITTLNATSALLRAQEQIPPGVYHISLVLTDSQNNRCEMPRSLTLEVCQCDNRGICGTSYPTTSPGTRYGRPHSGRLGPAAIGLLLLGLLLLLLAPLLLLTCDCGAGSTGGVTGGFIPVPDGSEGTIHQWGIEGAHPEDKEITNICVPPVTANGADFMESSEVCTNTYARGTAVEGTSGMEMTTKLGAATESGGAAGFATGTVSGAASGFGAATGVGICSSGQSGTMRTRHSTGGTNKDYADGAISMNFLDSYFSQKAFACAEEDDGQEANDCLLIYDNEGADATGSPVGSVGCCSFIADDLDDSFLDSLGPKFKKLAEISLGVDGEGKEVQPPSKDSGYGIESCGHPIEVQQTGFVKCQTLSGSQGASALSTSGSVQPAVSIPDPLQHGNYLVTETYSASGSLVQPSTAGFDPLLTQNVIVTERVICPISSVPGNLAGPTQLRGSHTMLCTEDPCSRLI
OPRM1-OPRD1 ag: agonists of OPRM1-OPRD1 heterodimerization, primary screen, cell-based, luminescence; Mu-type opioid receptor (Homo sapiens) + Delta-type opioid receptor (Homo sapiens), …; cells; activation, % at 9.3 µM; actives 0.3% (n = 340,000); in the data active means activation above about 18%;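 further: 0% = vehicle-treated cells and 100% = reference agonist; values of inactives mirror those of a sister screen read the other way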
PKA-R2B activ: activators of PKA-R2B holoenzyme, primary screen, biochemical, fluorescence polarization, Cy5-IP20, human; PKA-R2B holoenzyme dissociation; R2B truncated from residue 108, S112A mutant; 0% DMSO only, 100% 113 µM cGMP; activation, % at 11.4 µM; cAMP-dependent protein kinase catalytic subunit beta (Homo sapiens) + cAMP-dependent …; actives 0.079% (n = 340,000);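 active means activation above a cutoff set at the mean over all compounds plus 3 SD, cut at about 18% in these data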;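 further: higher means more holoenzyme dissociation and a rise in polarization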
MOR-DOR inv ag: inverse agonists of MOR-DOR heterodimerization, primary screen, cell-based, luminescence; cell-based MOR-DOR heterodimer luminescence, inverse agonism; inhibition, % at 9.3 µM; actives 0.21% (n = 340,000); AID 504357, 2011; Mu-type opioid receptor (Homo sapiens) + Delta-type opioid receptor (Homo sapiens), …; in the data active means inhibition above about 22%, passing the limit was not always enough;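 further: 0% = cells with DMSO and 100% = wells without cells with DMSO; values of inactives mirror those of a sister screen read the other way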
PKA-R1A act: activators of PKA-R1A holoenzyme, primary screen, biochemical, fluorescence polarization, Cy5-IP20, bovine R1A, mouse PKAc. actives 0.083% (n = 340,000). PKA-R1A dissociation; scaled: DMSO 0%, 113 µM cGMP 100%. AID 504707, 2011. activation, % at 11.4 µM;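 active means percent activation above the mean of all tested compounds plus 3 SD, cut at about 19% in these data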;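 further: higher means more PKAc released from R1A so a rise in polarization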
DAGLB inh: DAGLB lipase inhibitors, primary screen, biochemical, fluorescence, HTS; Diacylglycerol lipase-beta (Homo sapiens), Q8NCG7; HEK293T DAGLB membrane lysate, EnzChek fluorogenic substrate; inhibition, % at 5.17 µM; actives 0.059% (n = 340,000); in the data active means inhibition above about 34%;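 further: 0% = enzyme with vehicle and 100% = wells lacking enzyme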
Arrestin-AP2 inh: inhibitors of beta-arrestin/AP2 binding, primary screen, biochemical, GPCR trafficking, flow cytometry; beta-arrestin 1 C-terminal peptide binding to AP2 beta2-adaptin appendage (human); actives 0.31% (n = 340,000); inhibition, % at 10 µM; FITC-arrestin peptide / GST-AP2 beads; AP2 beta2 appendage carries R879A mutation;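 active means inhibition above a set limit, near 3 SD of compounds lacking own fluorescence, cut at about 54% in these data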;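 further: plate controls were DMSO wells for no effect and 5 µM unlabelled arrestin peptide for full effect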
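test system = AP2 appendage R879A on GSH beads | buffer or medium = PBS plus Tween 20 (0.05%) and BSA (0.1%) | incubation = 12 min plus 1 h, RT | detection = bead flow cytometry, FITC channel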
Numbers without * were called inactive; . = no result given.

cpd	mol	PKA-R2B activ	DAGLB inh	V-ATPase pHluor	MOR-DOR inv ag	HTR5A ag ctr	PKA-R1A act	Pemphigus Ab inh	OPRM1-OPRD1 ag	Arrestin-AP2 inh	HTR5A inv ag
1	Cc1ccccc1S(=O)(=O)Cc1ccc(C(=O)NCc2cccnc2)o1	-4	-1	3	16	-3	2	103	-3.1	13	-3
2	COc1cccc(CN(C)CC(=O)Nc2ccccc2N2CCOCC2)c1OC	-12	-2	-2	4	3	-11	103	-0.8	1	14
3	CCOc1cc(C(=O)Nc2ccc(S(=O)(=O)Nc3cnc4ccccc4n3)cc2)cc(OCC)c1OCC	-9	11	5	10	1	-2	118	-1.8	-3	-47
4	CC1=C(C)CC(C(=O)N2CCN(Cc3ccccc3)CC2)C(C(=O)O)C1 (stereo not drawn)	-3	-1	0	5	-4	1	.	-0.9	15	10
5	Nc1nc(COC(=O)c2ccc3c(c2)OCCO3)nc(Nc2ccccc2)n1	-5	1	0	15	-5	-4	107	-3.8	5	13
6	COC(=S)N/C(=N\S(=O)(=O)c1ccc(Cl)cc1)c1ccccc1	0	2	-2	16	1	-17	105	-3.1	-2	10
7	C=CCNc1nc(N)c(C(=C(C#N)C#N)c2ccc(Br)cc2)s1	-18	-1	0	-9	5	6	104	1.8	-6	4
8	O=C(CCc1ccc(O)c(O)c1)N/N=C/c1cc2c(cc1[N+](=O)[O-])OCO2	11	7	1	5	5	-4	91	-1.0	20	-10
9	O=[N+]([O-])c1cccc(CON=Cc2cc(Cl)ccc2O)c1	-6	-7	2	.	.	-3	104	.	.	.
10	COc1ccc(C(=O)c2ccccc2)cc1Br	-8	-5	-2	-32	0	-2	98	7.4	0	0
11	CCOc1ccc(CNC(=O)CS(=O)(=O)Cc2nc(-c3ccc(OC)cc3)oc2C)cc1	-2	-4	-3	-20	-1	-6	95	3.4	11	-14
12	O=C(Nc1cccc([N+](=O)[O-])c1)c1ccccc1	-4	1	1	-9	2	-9	73	1.8	5	-5
13	COc1ccc(C(C[N+](=O)[O-])C2(c3ccc(OC)c(OC)c3)C(=O)c3ccccc3C2=O)cc1 (stereo not drawn)	-12	-3	8	11	-4	-10	74	-2.0	5	17
14	Cc1csc(Nc2nc(N)c(C(=O)Nc3cc(Cl)ccc3F)o2)n1	-4	3	1	-32	2	-5	97	7.2	4	-8
15	O=C(NCc1ccco1)c1cc(=O)c2ccccc2o1	-4	0	-1	3	0	6	104	-0.6	35	0
16	COc1ccc(O)c(/C=N/NC(=O)CCC(=O)Nc2cccc(C)c2)c1	-14	1	-3	17	5	-13	94	-3.4	4	-19
17	COc1ccc(CNC2CCCc3ccccc32)cc1OC (stereo not drawn)	3	2	3	-7	-1	0	104	1.2	-10	3
18	Cc1[nH]c2ccccc2c1C(=O)C(=O)NCCc1ccc(S(N)(=O)=O)cc1	-1	-1	-5	6	-2	-7	117	-1.0	4	-7
19	O=C(O)CCc1nn2c3ccccc3n(CC(=O)c3cccs3)c2nc1=O	-2	0	0	10	-2	-7	103	-2.0	-4	12
20	NS(=O)(=O)c1ccc(NC(=S)N2CCN(c3ccccc3)CC2)cc1	-8	1	-1	3	3	-8	112	-0.5	21	-12
21	O=C(N/N=C/c1cnc(N2CCOCC2)s1)c1ccccc1	1	1	2	26	-2	-3	102	-5.1	31	5
22	COc1cccc(C(=O)C2CCCN(C(=O)c3ccc(C#CC(C)(C)O)cc3)C2)c1 (stereo not drawn)	14	-1	2	10	-6	12	112	-2.1	19	13
23	CC1CCC(C(C)C)C(OC(=O)Cn2nnc3c(cnn3-c3ccccc3)c2=O)C1 (stereo not drawn)	-5	-1	-1	5	9	-4	96	-0.9	1	-27
24	COc1ccc(NC(=S)NC(=O)/C=C/c2ccc(F)cc2)cc1	-2	-2	3	3	-1	-12	96	-0.6	4	2

An excerpt from above, showing only Arrestin-AP2 inh.
| item | Structure | Arrestin-AP2 inh |
| --- | --- | --- |
| 22 | COc1cccc(C(=O)C2CCCN(C(=O)c3ccc(C#CC(C)(C)O)cc3)C2)c1 (stereo not drawn) | 19 |
| 23 | CC1CCC(C(C)C)C(OC(=O)Cn2nnc3c(cnn3-c3ccccc3)c2=O)C1 (stereo not drawn) | 1 |

Other structures follow:
cpd	mol	PKA-R2B activ	DAGLB inh	V-ATPase pHluor	MOR-DOR inv ag	HTR5A ag ctr	PKA-R1A act	Pemphigus Ab inh	OPRM1-OPRD1 ag	Arrestin-AP2 inh	HTR5A inv ag
25	COc1ccc(C2SC[C@@H](C(=O)O)N2C(C)=O)cc1 (stereo partly drawn)	-10	0	-2	10	0	-7	111	-1.7	6	-37
26	Cc1ccc(C2C(C#N)=C(N)Oc3cc(C)oc(=O)c32)o1 (stereo not drawn)	0	-3	4	-2	0	4	99	0.3	4	2
27	O=C(NC(=S)NCc1ccccc1)c1cccc(Cl)c1	17	-7	-1	-10	8	3	118	1.9	32	-32
28	Cc1ccc(Nc2nc(-c3ccncc3)cs2)cc1	0	3	-10	-19	2	5	95	3.4	-17	-6
29	COc1ccc(/C=C2/CCCc3ccccc3C2=O)cc1	-6	-16	0	-17	-3	-16	96	3.3	-3	11
30	CCS(=O)(=O)N1CCC(C(=O)Nc2cccc(F)c2)CC1	-5	-1	-3	5	-2	-3	119	-1.1	6	9
31	NC(N)=NS(=O)(=O)c1ccc(N=C2C(=O)Nc3ccccc32)cc1	-14	-3	-4	53*	-8	-6	95	-10	-7	29
32	CCOCCCNC(=O)C(NC(=O)c1ccc2c(c1)OCO2)c1ccccc1 (stereo not drawn)	5	-4	-2	12	3	-10	.	-2.5	52	-7
33	CC(C)(C)c1ccc(C2(C)NC(=O)N(CC(=O)NC3CCS(=O)(=O)C3)C2=O)cc1 (stereo not drawn)	-1	3	4	-15	-3	-1	100	2.3	11	9
34	N#Cc1ccc(-c2ccc(F)cc2)nc1SCC(=O)Nc1sc2c(c1C#N)CCC2	2	-7	-7	-1	6	0	89	0.2	-2	20
35	CN1CCC(=O)N(CCOc2ccccc2)CC1	-7	-2	6	8	6	0	97	-1.4	16	-19
36	CCOc1ccc(C(=O)CCC(=O)NC2=NCCS2)cc1	-14	-2	13*	15	-1	4	115	-2.7	2	2
37	Cc1ccc(C(=O)NCCOc2ccc(Cl)cc2)cc1	4	-8	1	10	-3	-16	94	-2.0	-4	10
38	O=C(NCCN1CCOCC1)c1ccc2c(c1)N(Cc1ccccc1F)C(=O)c1ccccc1S2(=O)=O	-3	1	1	3	7	9	111	-0.6	8	12
39	Cc1cc(OCC(=O)Nc2ccc(CCO)cc2)c2c(C)c(C)c(=O)oc2c1	-6	-2	-1	12	7	3	99	-2.2	-4	15
40	COc1ccc(NC(=O)CC23CC4CC(CC(Br)(C4)C2)C3)c(OC)c1	3	-2	0	-4	-2	-4	.	0.5	-22	6
41	CN1CCN(C(=S)Nc2ccc(S(N)(=O)=O)cc2)CC1	6	1	-3	2	1	-10	103	-0.4	16	-3
42	COc1ccc(Nc2c3c(c(C#N)c4nc5ccccc5n24)CCC3)cc1	-6	-4	-3	7	5	6	82	-1.2	9	-13
43	NS(=O)(=O)c1ccc(CCNC(=O)c2nc(CS(=O)(=O)c3ccc(Cl)cc3)no2)cc1	-5	3	19	5	1	-8	105	-1.0	4	-12
44	Cc1cccc2nc(CSc3ccccc3C(=O)O)cn12	-5	1	8	-4	2	11	90	0.6	14	-5
45	Cn1nc(-c2ccc(Cl)cc2)c2cc(C(=O)N3CCCC3)sc21	-7	-2	-3	-24	8	-1	103	4.7	6	-25
46	CC1CCN(C(=O)c2ccccc2NC(=O)c2cccc(S(=O)(=O)N(C)C)c2)CC1	-5	-1	1	17	2	4	104	-3.1	5	4
47	CCC(=O)N1CCCc2cc(S(=O)(=O)N3CCN(C4CCCCC4)CC3)ccc21	1	-1	2	9	1	-8	97	-1.6	-6	-2
48	CCOC(=O)CNC(=O)CSc1nnc(CCc2nc3ccccc3[nH]2)n1C	-9	-1	3	13	1	-1	118	-2.6	36	-4
49	Cc1ccc2c(c1)[nH]c1c(=O)n(CCN3CCNCC3)cnc12	-1	1	3	11	-5	-14	106	-1.9	-7	-18
50	CC(C)Cn1c(N)c(C(=O)COC(=O)c2cnc(Cl)c(Cl)c2)c(=O)n(C)c1=O	-3	-1	-6	4	3	2	96	-0.8	1	-5
51	O=C(NC1CCCC1)C1CCCN(S(=O)(=O)c2cnc[nH]2)C1 (stereo not drawn)	-4	-3	2	2	1	-6	108	-0.5	0	-3
52	CC(C)CN1CCN(Cc2nc3ccccc3s2)CC1CCO (stereo not drawn)	-10	2	1	3	1	-11	99	-0.4	3	-2

Of the compounds above, 8 contain a Cl atom:
cpd	mol	PKA-R2B activ	DAGLB inh	V-ATPase pHluor	MOR-DOR inv ag	HTR5A ag ctr	PKA-R1A act	Pemphigus Ab inh	OPRM1-OPRD1 ag	Arrestin-AP2 inh	HTR5A inv ag
6	COC(=S)N/C(=N\S(=O)(=O)c1ccc(Cl)cc1)c1ccccc1	0	2	-2	16	1	-17	105	-3.1	-2	10
9	O=[N+]([O-])c1cccc(CON=Cc2cc(Cl)ccc2O)c1	-6	-7	2	.	.	-3	104	.	.	.
14	Cc1csc(Nc2nc(N)c(C(=O)Nc3cc(Cl)ccc3F)o2)n1	-4	3	1	-32	2	-5	97	7.2	4	-8
27	O=C(NC(=S)NCc1ccccc1)c1cccc(Cl)c1	17	-7	-1	-10	8	3	118	1.9	32	-32
37	Cc1ccc(C(=O)NCCOc2ccc(Cl)cc2)cc1	4	-8	1	10	-3	-16	94	-2.0	-4	10
43	NS(=O)(=O)c1ccc(CCNC(=O)c2nc(CS(=O)(=O)c3ccc(Cl)cc3)no2)cc1	-5	3	19	5	1	-8	105	-1.0	4	-12
45	Cn1nc(-c2ccc(Cl)cc2)c2cc(C(=O)N3CCCC3)sc21	-7	-2	-3	-24	8	-1	103	4.7	6	-25
50	CC(C)Cn1c(N)c(C(=O)COC(=O)c2cnc(Cl)c(Cl)c2)c(=O)n(C)c1=O	-3	-1	-6	4	3	2	96	-0.8	1	-5
